CIT2 TOR yeast: modulators of CIT2-GFP expression in yeast, primary screen, S. cerevisiae, GFP fusion, multiplex flow cytometry, MLPCN library | S. cerevisiae CIT2-GFP strain, 3 h; 100 means same as DMSO wells | GFP response vs DMSO, % at 10 µM | 320,000 compounds, 0.065% hits | AID 2029, 2009;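 active means GFP response relative to DMSO above a set limit, near the screen mean plus 3 SD, cut at about 150% in these data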;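 further: ratio of well median GFP fluorescence to mean of DMSO wells on the plate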
RPL19A-GFP yeast: RPL19A-GFP expression modulators in yeast, primary screen, cell-based, S. cerevisiae, multiplex flow cytometry, MLPCN. 330,000 compounds, 0.3% hits. percent response vs DMSO, % at 10 µM. AID 2025, 2009. S. cerevisiae RPL19A-GFP strain, 3 h; active compounds read low;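 active means percent response vs DMSO below 50%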;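 further: median channel GFP fluorescence of the barcoded RPL19A-GFP strain; ratio of sample median GFP to plate DMSO average so 100% = DMSO; lower means less RPL19A-GFP as with rapamycin TOR inhibition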
VLA-4 inh: inhibition in human VLA-4 binding assay, primary screen, VLA-4 allosteric modulator project, MLPCN library, flow cytometry, VLA-4 expressing cells | Integrin alpha-4 (Homo sapiens), P13612 | ligand binding flow cytometry | inhibition, % (about 7 µM as worked out from the volumes in the protocol) | 330,000 compounds, 0.2% hits | AID 2557, 2010; in the data active means inhibition above about 50%
MEP2 TOR yeast: modulators of MEP2-GFP levels in yeast, primary screen, S. cerevisiae, multiplex flow cytometry, MLPCN library; S. cerevisiae MEP2-GFP strain, 3 h; 100% = DMSO control level; GFP response vs DMSO, % at 10 µM; 330,000 compounds, 0.51% hits;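 active means GFP response versus DMSO above a set limit, roughly screen mean plus 3 SD, cut at about 180% in these data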;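 further: median GFP fluorescence of the barcode-gated MEP2-GFP cells per well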
Yeast superoxide: reduction of superoxide in aged yeast, primary screen, HTS. S. cerevisiae aged cells, superoxide DHE fluorescence; active compounds read low. superoxide response (% of plate mean), % at 10 µM. 330,000 compounds, 0.18% hits. AID 2690, 2010;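 active means superoxide response under a set limit, about three screen SD below normal, cut at about 65% in these data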;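 further: yeast aged for seven days with compound at 30 °C before DHE staining; 100% = average MFI of all compound-treated wells on the plate with controls excluded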
GRK2 inh: compounds blocking aptamer binding on GRK2 – biochemical, human GRK2, bead flow cytometry, HTS, primary screen; inhibition of aptamer binding, % at 10 µM; FAM-aptamer displacement from GRK2; AID 488847, 2010; 330,000 compounds, 0.59% hits;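 active means inhibition of aptamer binding above 40%, roughly 3 SD of noise, on plates passing a quality check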;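 further: median bead fluorescence of bound FAM aptamer so fluorescent compounds give negative values; no value below 0 was filed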
Target sequence (P25098 whole entry, looked up): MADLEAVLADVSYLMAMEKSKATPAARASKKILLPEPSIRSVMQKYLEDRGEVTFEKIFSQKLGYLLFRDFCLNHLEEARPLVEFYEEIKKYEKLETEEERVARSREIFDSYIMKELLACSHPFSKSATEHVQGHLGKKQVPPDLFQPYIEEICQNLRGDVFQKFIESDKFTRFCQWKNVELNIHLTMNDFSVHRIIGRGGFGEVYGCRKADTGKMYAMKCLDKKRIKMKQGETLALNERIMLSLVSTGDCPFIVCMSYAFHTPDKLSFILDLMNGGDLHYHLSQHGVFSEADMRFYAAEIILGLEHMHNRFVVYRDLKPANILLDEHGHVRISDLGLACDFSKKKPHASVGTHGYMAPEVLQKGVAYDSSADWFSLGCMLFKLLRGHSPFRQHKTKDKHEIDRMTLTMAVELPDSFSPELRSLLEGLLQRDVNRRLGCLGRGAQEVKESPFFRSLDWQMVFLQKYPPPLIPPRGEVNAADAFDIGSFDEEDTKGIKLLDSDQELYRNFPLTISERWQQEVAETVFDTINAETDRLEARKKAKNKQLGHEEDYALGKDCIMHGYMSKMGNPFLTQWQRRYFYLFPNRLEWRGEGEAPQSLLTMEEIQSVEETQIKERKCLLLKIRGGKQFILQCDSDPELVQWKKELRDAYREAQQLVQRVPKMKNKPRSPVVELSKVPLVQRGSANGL
AGP1-GFP MLPCN: modulators of AGP1-GFP expression in yeast TOR pathway, primary screen, cell-based, multiplex flow cytometry, S. cerevisiae, MLPCN library | 3 h; GFP as percent of DMSO wells | GFP response vs DMSO, % at 10 µM | 320,000 compounds, 0.02% hits | AID 2066, 2009;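 active means GFP response relative to DMSO above a set limit, near screen average plus 3 SD, cut at about 150% in these data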;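 further: median GFP channel fluorescence of the gated AGP1 strain per well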
LAP4 TOR yeast: modulators of LAP4-GFP expression in yeast, primary screen, S. cerevisiae, multiplex flow cytometry, MLPCN library. 3 h; median GFP as percent of DMSO wells. GFP response vs DMSO, % at 10 µM. 320,000 compounds, 0.34% hits. AID 2023, 2009;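 active means GFP response vs DMSO above a set limit, about the screen mean plus 3 SD, cut at about 150% in these data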
* hit, by the source's call; . = not tested or not shown.

molecule,CIT2 TOR yeast,RPL19A-GFP yeast,VLA-4 inh,MEP2 TOR yeast,Yeast superoxide,GRK2 inh,AGP1-GFP MLPCN,LAP4 TOR yeast
c1ccc(OCCN2CCN(Cc3nc(-c4ccc5c(c4)OCO5)no3)CC2)cc1,99,102,-47,112,110,2,97,92
COc1ccc(C)cc1NC(=O)CSc1nnc(CC(=O)Nc2ccccc2C)n1C,106,92,7,90,87,0,97,95
O=C(O)c1cc(N/N=C/c2cccnc2)ccc1Cl,103,100,3,105,95,4,104,97
CCOc1ccc(NC(=O)[C@@H]2CCC(=O)N2C2OC(=O)c3ccccc32)cc1 (stereo partly specified),93,98,-3,94,106,2,97,101
CCOc1cc(NC(=O)C2CC2)c(OCC)cc1NC(=O)c1ccccn1,100,94,15,105,102,0,94,102
O=S(=O)(c1cccc(-c2nnc(SCc3ccc(Cl)cc3)o2)c1)N1CCCCC1,97,96,-3,95,102,0,96,95
CCN1CCN(CCC(=O)Nc2ccc(Br)cc2)CC1,117,113,11,106,89,0,113,113
COc1ccc(C(=O)COC(=O)c2cccc(-n3cnnn3)c2)c(OC)c1,109,100,-2,94,87,1,125,110
Cc1ccc(-c2cc(C(=O)NCc3ccco3)c3ccccc3n2)s1,90,98,3,92,95,0,99,94
Cc1cc(SCc2ccccc2F)nc(=O)[nH]1,98,102,-22,95,105,3,107,109
Cc1ccc(-n2nc3c(c2NC(=O)c2cccs2)CSC3)cc1,96,96,-12,98,103,0,101,93
C=C(C)COc1ccc(-c2[nH]ncc2Oc2ccccc2OC)c(O)c1,102,97,7,95,106,2,91,106
Cc1ccc(C)c(OCc2cc(C(=O)NC(c3ccccn3)C(F)(F)F)no2)c1 (stereo unspecified),93,106,12,109,101,0,104,115
Fc1ccc(-c2nnc3sc(C4COc5ccccc5O4)nn23)cc1 (stereo unspecified),98,94,2,100,123,7,92,131
COC(=O)Cc1c(C)c2ccc(OCc3nn[nH]n3)cc2oc1=O,118,.,-5,105,99,0,109,108
Cc1ccc(-n2c3c(cc(C(=O)NCCCN4CCOCC4)c2=O)C(=O)CC(C)(C)C3)cc1,100,98,21,95,99,2,100,102

Four of the entries above in order of the AGP1-GFP MLPCN value, lowest first.
SMILES	AGP1-GFP MLPCN
C=C(C)COc1ccc(-c2[nH]ncc2Oc2ccccc2OC)c(O)c1	91
Fc1ccc(-c2nnc3sc(C4COc5ccccc5O4)nn23)cc1 (stereo unspecified)	92
Cc1ccc(-c2cc(C(=O)NCc3ccco3)c3ccccc3n2)s1	99
Cc1ccc(-n2c3c(cc(C(=O)NCCCN4CCOCC4)c2=O)C(=O)CC(C)(C)C3)cc1	100

(listing goes on)
molecule,CIT2 TOR yeast,RPL19A-GFP yeast,VLA-4 inh,MEP2 TOR yeast,Yeast superoxide,GRK2 inh,AGP1-GFP MLPCN,LAP4 TOR yeast
CCNc1nc(C)c(CN(C(C)=O)c2ccccc2)nc1C#N,119,109,-10,117,99,0,115,119
Cc1cc(C)cc(OCC(=O)Nc2ccc3c(c2)OCO3)c1,96,98,-1,102,89,0,94,105
CCOC(=O)c1c(C)nc2ccccc2c1C,103,97,-3,98,100,0,99,100
Cc1c(C(N)=O)sc2ncn(CC(=O)N(C)C3CCCCC3)c(=O)c12,103,103,1,103,112,0,99,94
COc1ccc(C(C)(C)C)cc1NC(=O)c1cccc(S(=O)(=O)N2CCN(C(C)=O)CC2)c1,100,100,-6,105,109,0,101,108
C/C(=N\NC(=O)CNC(=O)c1ccc(Br)cc1)c1ccco1,97,99,10,98,98,0,97,97
O=C(Nc1nnc(-c2ccncc2)o1)c1ccccc1F,105,98,8,110,110,3,108,110
COC(=O)c1ccc(CN(c2ccccc2Cl)S(C)(=O)=O)cc1,81,96,4,95,97,0,95,112
COc1ccc(Nc2oc(-c3ccccc3)nc2C#N)cc1,100,100,-3,106,88,52*,112,103
Cc1ccc([N+](=O)[O-])c(OCCN2CCc3ccccc3C2)c1,85,103,1,98,93,0,87,85
CC(=O)Nc1ccc(Nc2nnc(-c3ccc(C)c(S(=O)(=O)NCC4CCCO4)c3)c3ccccc23)cc1 (stereo unspecified),105,101,-15,96,86,0,108,106
O=C(NCc1cccc(Cl)c1)C1CCC(=O)N(CCCN2CCCC2=O)C1 (stereo unspecified),98,106,-3,94,88,2,91,75
CCN(CC)S(=O)(=O)c1ccc(C)c(NC(=O)CN2CCN(Cc3ccccc3)CC2)c1,98,92,-5,97,89,1,97,102
CN(Cc1cccc(F)c1)C(=O)c1ccc(NS(=O)(=O)c2ccc3[nH]c(=O)[nH]c3c2)cc1,91,97,2,94,96,0,101,103
O=C1CCCC2=C1Sc1ccc(Cl)cc1N2,91,98,4,95,89,1,98,108
Cc1ccc([N+](=O)[O-])cc1S(=O)(=O)N1CCCC1,100,99,-15,98,112,3,97,99
CCc1nnc(NS(=O)(=O)c2ccc(NC(=O)OC)cc2)s1,110,104,4,102,118,0,105,104
CCOc1ccc(NS(=O)(=O)c2coc(C(N)=O)c2)cc1,99,107,-2,111,107,0,106,106
Cc1ccccc1N1C(=O)CC(N2CCN(C(=O)c3ccco3)CC2)C1=O (stereo unspecified),101,98,12,100,98,3,99,97
O=C(CSc1ccc2nnc(-c3ccc(Cl)cc3)n2n1)N1CCCC1,91,98,13,97,103,0,98,105
CSc1nnc(-c2cnccn2)n1Cc1ccccc1,101,107,-34,110,109,0,104,108
Cc1cc(NC(=O)CCC(=O)N(c2ccccc2)C(C(=O)NC2CCCC2)c2cccs2)no1 (stereo unspecified),92,100,12,98,111,0,98,98
Clc1cccc(Cl)c1CN1CCN(c2ncccn2)CC1,101,101,2,104,97,2,98,94
Cc1ccc(C)c(S(=O)(=O)Nc2cc3c4c(c2)CCC(=O)N4CCC3)c1,81,96,5,92,102,1,108,99
CN(C(=O)c1cc2ccccc2cc1O)C1CCCCC1,101,93,12,97,99,0,107,105
COc1ccc(S(=O)(=O)NCCC(=O)OCC(=O)c2ccc[nH]2)cc1[N+](=O)[O-],89,84,-4,101,94,4,90,100
COc1cc(/C=C/c2nc3ccc([N+](=O)[O-])cc3s2)ccc1OCC(=O)O,92,101,-8,107,107,2,101,112
CC(=O)N/C(=C\c1ccc2c(c1)OCO2)C(=O)NC(C(=O)O)c1ccccc1 (stereo unspecified),112,102,-34,102,107,2,105,105
S=c1[nH]nc(-c2cc(-c3ccccc3)n[nH]2)n1/N=C/c1cccs1,110,99,-3,99,90,3,105,105
Cc1ccc(CNC(C)c2ccccc2)cc1 (stereo unspecified),112,104,11,100,96,0,107,99
COc1cccc(/C=N/NC(=O)c2cc3c(OC)cccc3[nH]2)c1OC,95,97,18,95,98,1,92,84
O=C(O)C(Cc1c[nH]c2ccccc12)NS(=O)(=O)c1ccc(Br)cc1 (stereo unspecified),104,98,20,100,100,0,106,100
Cc1cc(C)n(C(=O)CN(C)S(=O)(=O)c2ccc([N+](=O)[O-])cc2)n1,100,103,1,99,97,0,93,99
c1cc2nncn2nc1N1CCCC1,104,105,-3,105,92,1,103,104
CN(CC(=O)Nc1cccc(F)c1)C(=O)c1cc(S(=O)(=O)N2CCCCC2)ccc1N1CCOCC1,95,94,5,89,72,0,104,113
Cc1c(C(=O)NCc2ccco2)oc2c(Cl)cccc12,92,100,13,98,88,1,93,95
O=C(NCCc1ccccc1)C(=O)NCC1(c2ccccc2)CCCC1,102,101,-3,117,104,0,102,106
Cn1c(Cc2ccccc2)nnc1SCC(=O)N1CCOCC1,99,93,-6,98,101,4,96,94
Cn1c(=O)c2c(nc(Br)n2CCSc2ncccn2)n(C)c1=O,89,89,3,91,99,4,91,91
COc1ccccc1NC(=O)Cn1nc(C(F)(F)F)c2c1CCCC2,111,103,-8,104,89,2,109,109
CCCCN(C(=O)C1CC(=O)N(CCc2ccc(OC)c(OC)c2)C1)c1c(N)n(CCCC)c(=O)[nH]c1=O (stereo unspecified),109,96,1,101,105,0,108,103
COc1ccccc1CCN1CCCC(CN(C)C(=O)c2ccc3nc[nH]c3c2)C1 (stereo unspecified),111,105,1,97,102,0,101,92
CCOC(=O)c1c(C)n(CCO)c2ccc(O)cc12,99,100,22,106,97,0,106,101
O=C(N1CCOCC1)N1CCN(S(=O)(=O)c2ccccc2)C1,104,99,12,101,107,2,105,105
CCc1cccc(C)c1NC(=O)Cn1nc(C)n2cccc2c1=O,105,99,14,106,94,0,94,101
CCOc1ccc(N2C(=O)CC(N)C2=O)cc1 (stereo unspecified),113,103,15,108,89,1,108,104
COC(=O)c1c(N)c2ccccc2[nH]c1=O,94,102,4,102,93,2,106,98
COc1ccc(C(C)=O)cc1CSc1nc2ccccc2c(=O)n1-c1ccccc1C,99,101,0,141,82,0,97,99

Record cards, from the list above. Order of screens: CIT2 TOR yeast | RPL19A-GFP yeast | VLA-4 inh | MEP2 TOR yeast | Yeast superoxide | GRK2 inh | AGP1-GFP MLPCN | LAP4 TOR yeast
CCCCN(C(=O)C1CC(=O)N(CCc2ccc(OC)c(OC)c2)C1)c1c(N)n(CCCC)c(=O)[nH]c1=O (stereo unspecified) is listed as 109 | 96 | 1 | 101 | 105 | 0 | 108 | 103
CCOc1ccc(N2C(=O)CC(N)C2=O)cc1 (stereo unspecified) is listed as 113 | 103 | 15 | 108 | 89 | 1 | 108 | 104

The results go on:
molecule,CIT2 TOR yeast,RPL19A-GFP yeast,VLA-4 inh,MEP2 TOR yeast,Yeast superoxide,GRK2 inh,AGP1-GFP MLPCN,LAP4 TOR yeast
Cc1cc(C)n(-c2cc(C(C)(C)C)nc3c(-c4ccc(Cl)cc4)cnn23)n1,86,92,9,91,75,2,90,100
Cc1ccc(NC(=O)C2CCCCC2)c(O)c1,98,96,6,101,93,0,99,102
CCCOc1ccc(C(CC(=O)O)NC(=O)c2cccs2)cc1 (stereo unspecified),97,100,22,102,92,4,101,105
Cc1ccc(S(=O)(=O)N2CCCC(C(=O)N3CCN(C)CC3)C2)cc1 (stereo unspecified),101,105,11,112,108,4,107,101
CC1CCN(c2ccc(-c3ccc(NC(=O)C(F)(F)F)cc3)nn2)CC1,93,89,13,93,97,0,90,91
CN1CCN(NC(=O)c2cc([N+](=O)[O-])cc([N+](=O)[O-])c2)CC1,106,96,2,103,156,0,99,106
Cc1ccc(S(=O)(=O)NCC2CCC(C(=O)NCc3cccnc3)CC2)cc1 (stereo unspecified),98,96,0,98,108,0,91,97
COC(=O)Nc1ccc(S(=O)(=O)Nc2cc(C(F)(F)F)c[nH]c2=O)cc1,103,98,-4,100,97,0,90,103
CCOC(=O)c1nnn2c3ccccc3c(=O)n(C)c12,99,101,-2,102,89,0,106,111
CCN(CC)c1ccc(NC(=O)CN2CCN(c3nc(C)cc(C)n3)CC2)cc1,101,103,7,102,106,0,108,99
NS(=O)(=O)c1cccc(NC(=O)CCCC2CCCCC2)c1,97,100,4,104,102,26,97,111
COc1ccccc1C(=O)Nc1ccccc1C(=O)N1CCCC1,108,100,9,103,98,0,105,105
COc1ccc(C(=O)Nc2ccc([N+](=O)[O-])cn2)c(OC)c1,105,104,-10,100,100,2,98,98
O=C(NCc1ccccn1)c1n[nH]c2ccccc12,92,93,4,96,102,2,92,95
O=C(NC(NC(=O)c1c(F)cccc1F)c1ccc([N+](=O)[O-])cc1)c1c(F)cccc1F,100,103,8,90,99,0,99,92
O=C(CSc1n[nH]c(=O)[nH]c1=O)Nc1ccc(Br)cc1Br,105,112,6,109,115,0,109,107
Cc1ccc(/C=C/C(=O)O)cc1S(=O)(=O)N1CCCc2ccccc21,71,97,-2,95,100,2,88,108
